PNC inhibitor = blocks assembly of the perinucleolar compartment. PC3M PTB-GFP, PNC prevalence imaging, 16 h; active compounds read low. activity change (PNC), negative = inhibition, % at 10 µM. hit rate 3.1% among 140,000. AID 2417;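 active means readout at or below -70, meaning at least 70% loss of cells showing the perinucleolar compartment, a nuclear body marking cancer cells; inconclusive means readout between -30 and a set limit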;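 further: plate controls were DMSO wells for no effect and camptothecin positive control wells for full effect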
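Compounds are pinned in duplicate onto adhered PC3M cells stably expressing GFP-tagged PTB and incubated 16 h at 37 C. Cells are then fixed, nuclei stained with Hoechst, and PNC-positive cells counted.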
ALOX12 inhib = blocks human 12-lipoxygenase activity; P18054; purified 12-hLO, xylenol orange hydroperoxide absorbance; Potency, µM (top dose mostly 57.1 µM), for inactives: at the top dose activity change, negative = inhibition, actives largely listed as inhibitors; hit rate 0.12% among 150,000; further: potency means the concentration at half of the fitted maximal effect; nearly all actives have a fitted effect of over 55% in size; many of its hits are not listed in these tables
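150 nM 12hLO, 25 mM Hepes pH 7.0 + 0.01% Triton X-100; cpd preinc 15 min RT; 40 uM arachidonic acid, 30 min RT; Fe-XO 30 min; A573/A405 ratio as read-out.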
IMPase cell inh = IMPase inhibition in cells; inhibition (IP1 accumulation), % at 46.1 µM; CHO-M1 cells, IP1 accumulation, HTRF TR-FRET ratio; 120,000 tested, under 10 active; AID 901; active means well fitted curve in the direction sought with a large enough effect in the signal ratio, not every such curve was filed as active; inconclusive means small, poorly fitted or top-dose-only effect, or a change in a side signal; inactive means no such curve, though single readings can be large or run the other way; the % refers to the signal ratio;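 further: cells stimulated with carbachol in lithium chloride buffer; plate controls were DMSO basal wells for no effect and reference inhibitor wells for full effect; higher means more IMPase inhibition seen as more IP1 and lower FRET ratio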
Target sequence (P97697 whole entry, looked up): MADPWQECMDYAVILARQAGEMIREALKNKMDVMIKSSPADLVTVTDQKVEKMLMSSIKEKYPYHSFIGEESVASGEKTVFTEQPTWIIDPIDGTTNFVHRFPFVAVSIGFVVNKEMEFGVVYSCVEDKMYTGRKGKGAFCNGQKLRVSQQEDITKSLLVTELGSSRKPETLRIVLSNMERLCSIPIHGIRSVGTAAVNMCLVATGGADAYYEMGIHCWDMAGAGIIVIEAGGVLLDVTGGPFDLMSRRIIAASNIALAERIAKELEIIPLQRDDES
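Measured: the HTRF emission ratio (665/620 nm) plus the 620 nm donor channel, each fitted to the Hill equation to give AC50. Cells were CHO-M1 given compounds up to 46 uM and a 30 min carbachol stimulation at 37C.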
ALOX15B inhib = 15-hLO-2 (ALOX15B) enzyme inhibition | AID 881 | Potency, µM (highest dose often 57.1 µM), for the others: top-dose activity change, negative = inhibition, actives largely listed as inhibitors | purified 15hLO-2, xylenol orange hydroperoxide absorbance | hit rate 0.56% among 110,000; further: potency means the concentration at half of the fitted maximal effect; nearly all actives have a fitted effect of over 60% in size; many of its hits are not listed in these tables
Target sequence (O15296 whole entry, looked up): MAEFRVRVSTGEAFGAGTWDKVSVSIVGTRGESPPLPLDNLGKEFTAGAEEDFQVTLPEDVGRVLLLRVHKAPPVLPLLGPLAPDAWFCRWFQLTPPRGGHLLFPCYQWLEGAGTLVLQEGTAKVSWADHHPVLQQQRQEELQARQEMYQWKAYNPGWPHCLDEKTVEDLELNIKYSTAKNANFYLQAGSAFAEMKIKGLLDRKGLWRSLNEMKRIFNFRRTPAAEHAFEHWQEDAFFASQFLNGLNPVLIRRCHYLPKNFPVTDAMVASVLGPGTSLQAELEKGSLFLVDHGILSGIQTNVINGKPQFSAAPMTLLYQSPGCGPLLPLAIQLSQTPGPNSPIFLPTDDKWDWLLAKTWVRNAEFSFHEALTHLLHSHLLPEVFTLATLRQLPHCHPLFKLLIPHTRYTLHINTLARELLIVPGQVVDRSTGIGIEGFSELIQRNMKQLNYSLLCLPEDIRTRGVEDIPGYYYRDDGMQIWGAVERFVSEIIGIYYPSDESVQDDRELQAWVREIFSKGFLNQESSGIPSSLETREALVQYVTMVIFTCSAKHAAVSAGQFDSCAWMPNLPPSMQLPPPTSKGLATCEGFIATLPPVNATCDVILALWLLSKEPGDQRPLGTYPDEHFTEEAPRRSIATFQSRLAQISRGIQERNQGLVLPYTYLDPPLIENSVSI
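Enzyme 50 nM, AA 45 uM, 25 mM Hepes pH 7.5 + 0.01% Triton X-100; cpd preinc 15 min RT, rxn 90 min RT; stop/detect with 200 uM XO + 300 uM Fe(II) in 50 mM H2SO4, 30 min; A573/A405.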
The depositor's hits bear a star; ? = inconclusive; · = not tested or not shown; & = joins results of further samples; [ ] = remark or other dose. Unless noted, the call rests on the fitted dose curve; in most records, active means well fitted curve in the direction sought with a large enough effect; inconclusive means small, poorly fitted or top-dose-only effect, or another doubt; inactive means no such curve, though single readings can be large; an effect the other way counts as inactive or inconclusive. Unless noted, on the % scale 0 is the no-effect control and ±100 the full control effect.

SMILES	PNC inhibitor	ALOX12 inhib	IMPase cell inh	ALOX15B inhib
CS(=O)(=O)NN1C(=O)c2ccccc2NC1c1cccc2cccnc12 (stereo not given)	63	-1%	·	·
O=C(C=C1SCCS1)/C=C/c1ccco1	1	-9%	4	-28%
CC(C)Cn1c(-c2ccco2)nc2c(c(=O)c3ccccc3n2C)c1=O	23	2%	·	·
Cn1c(CS(=O)Cc2c(Cl)cccc2Cl)nnc1SCc1c(Cl)cccc1Cl (stereo not given)	9	-5%	-3[1.84 µM]	-6%[11.4 µM]
C/C=C/c1ccc(OCCCn2cncn2)c(OC)c1	-6	-9%	-12	-1%
O=C(O)[C@@H]1CCCN[C@H]1C(=O)O	·	-2%	1	-3%
Cc1ccc(N2C(=O)c3ccccc3C2O)nc1 (stereo not given)	10	0%	5	·
CC1/C(=C\c2ccc(Cl)cc2)C(=O)C2CC1C2(C)C (stereo not given)	-27	-1%	-6	5%
CCOC(=O)c1c(CN2CCN(C)CC2)n(C)c2cc(Br)c(OC)cc12	21	8%	19	3%
O=C(CNC(=O)c1ccc2c(c1)OCO2)N/N=C(Br)/C=C/c1ccccc1	26	-5%	·	·
Cn1cc(CN2CCN(c3ccccc3)CC2)c2ccccc21	?	-7%	16	38%[activator]
CCOC(=O)c1c(C)[nH]c(=S)c(C#N)c1-c1ccccc1	32	-5%	·	·
CC(/C=C/c1ccc(N(C)C)cc1)=N\N=C(/N)SC1CC(=O)N(c2ccc(C(=O)O)cc2)C1=O (stereo not given)	-17	-9%	-4	·
CCc1ccccc1NC(=O)c1cnc2n(c1=O)CCS2	26	-2%	1	·
O=C(CCc1ccccc1)Nc1cc(Cl)ccc1O	-11	-2%	2	?
CCC(C)(C)n1nnnc1C(c1ccccc1)N1CCN(C2CCCC2)CC1 (stereo not given)	-24	-1%	1	·
CCC(=O)c1ccc(OCC(O)CN2CCN(C(c3ccccc3)c3ccccc3)CC2)cc1 (stereo not given)	66	3%	22	·
CC(C)N(C)CCOC(=O)c1ccccc1Cl	-8	2%	·	·
O=C(Nc1cccc2cccnc12)c1cccc2ccccc12	6	6%	0	11%
COc1ccc(OCCCC(=O)Oc2ccc(OC)cc2)cc1	39	5%	4	9%
c1ccc(Sc2nc(N3CCCCC3)nc(N3CCCCC3)n2)nc1	8	-13%	30[activator]	33%[activator]
COC(=O)[C@@]1(Cc2ccc(F)cc2)[C@H]2c3cc(C(=O)N(C)C)n(CCSCCO)c3C[C@H]2CN1C(=O)c1ccccc1	-16	0%&-1%	·	-1%
O=C(O)CCC(=O)N(Cc1cccnc1)Cc1cccc(F)c1	-27	8%	6	6%
CCn1c(-c2ccc(C)cc2)n[nH]c1=S	10	-5%	-1	-6%

A second format for part of the listing above.
SMILES | PNC inhibitor | ALOX12 inhib | IMPase cell inh | ALOX15B inhib
COC(=O)[C@@]1(Cc2ccc(F)cc2)[C@H]2c3cc(C(=O)N(C)C)n(CCSCCO)c3C[C@H]2CN1C(=O)c1ccccc1 | -16 | 0%&-1% | · | -1%
O=C(O)CCC(=O)N(Cc1cccnc1)Cc1cccc(F)c1 | -27 | 8% | 6 | 6%
CCn1c(-c2ccc(C)cc2)n[nH]c1=S | 10 | -5% | -1 | -6%

New compounds follow:
SMILES	PNC inhibitor	ALOX12 inhib	IMPase cell inh	ALOX15B inhib
CCc1cc(Br)ccc1N1C(=O)C2CC=CCC2C1=O (stereo not given)	23	-7%	0	·
Cc1oc2nc(SCCCC(=O)NCCCO)nc(N)c2c1C	?	5%	-1	6%
COc1cc2oc(=O)c3c(c2cc1OCC(=O)c1c(C)n(C)c2ccccc12)CCCC3	?	-3%	·	·
COc1ccc(-c2nc(SCc3ccccc3)n(C(=O)c3ccco3)n2)cc1	42	1%	2	3%
Cn1cccc1/C=C1\CC(C(C)(C)C)C/C(=C\c2cccn2C)C1=O (stereo not given)	0	-7%	3	-24%
CCn1c(SCC(=O)N/N=C/C=C\c2ccccc2[N+](=O)[O-])nnc1-c1ccccc1	70	-4%	11	-3%
C[C@@H](CN1c2ccccc2Sc2ccccc21)N(C)C	·	0%[25.6 µM]	15[20.6 µM]	-24%[25.6 µM]
Nc1ncnc(NCc2ccccc2)c1[N+](=O)[O-]	-6	-2%	·	·
CC(C)CNC(=O)NC(=O)COc1ccc(C=O)cc1	?	-3%	-4	-1%
CCOC(=O)c1c(-c2cccs2)csc1NC(=O)CN1CC(C)OC(C)C1 (stereo not given)	22	-4%	13	1%
O=C(Nc1ccsc1C(=O)N1CCCCCC1)c1ccccc1	-4	3%	0	7%
COc1cc(OC)cc(-c2nc3nc(C)c(CCC(=O)O)c(C)n3n2)c1	26	-5%	17	-1%
Clc1cccc(N=C2NN=C(c3ccc4c(c3)OCCO4)CS2)c1	5	-13%	-2	?
COc1cc(C(=O)Nc2ccc(O)cc2C(=O)O)ccc1OC(C)=O	?	-6%	2	-2%
CCCCN(C)CCCNC(=O)CS(=O)Cc1nc(-c2ccc(OC)c(OC)c2)oc1C (stereo not given)	2	12%	-19	4%
C=CCNC(=O)c1ccccc1NC(=O)c1ccc(Cl)c(S(=O)(=O)Nc2cccc(C)c2C)c1	-9	-2%	·	·
C=C(C)CNC(=S)Nc1nc2c(cc1C(=O)OCC)CCCC2	-15	0%	·	·
C/C=C/c1ccc(OCCSc2nc(C)cc(=O)[nH]2)c(OC)c1	1	1%	-6	-1%
Cc1ccc(C)c(N2CCN(C(=O)CNS(=O)(=O)c3cccs3)CC2)c1	27	-8%	0	3%
CN(C)c1ccc(CNn2cnnc2SCc2ccc(F)cc2)cc1	11	-3%	8	-3%
Cc1ccc(C)n1-c1ccc(C(=O)NN)cc1	-17	-7%	0	·
COc1ccc(N(CC(=O)Nc2cccc(SC)c2)S(C)(=O)=O)cc1	0	-7%	5	1%
CCOC(=O)N1CCN(CC(O)COCC2=CCC3CC2C3(C)C)CC1 (stereo not given)	?	0%	11	3%
Cc1ccc(C(=O)Nc2ccc(CC(=O)O)cc2)o1	2	-11%	3	-4%
O=C(CS(=O)(=O)c1cn(Cc2cccc(F)c2)c2ccccc12)N1CCCCC1	251	7%	-5	·
FC(F)(F)c1nc2ccccc2n2c(-c3ccc(Cl)cc3Cl)nnc12	31	2%	7	·
CCC(=O)Nc1ccc(S(=O)(=O)N2CCc3ccccc3C2)cc1	49	-1%	4	-1%
COc1ccc(/C=N/Nc2ccc([N+](=O)[O-])cc2S(=O)(=O)N2CCN(C)CC2)cc1	68	1%	·	·
COc1cc(/C=C(\C#N)c2nc3ccccc3[nH]2)ccc1Oc1ccc([N+](=O)[O-])cn1	-25	-5%	7	-17%
COC(CNC(=O)CCc1c(C)nc2c(-c3ccc(F)cc3)c(C)nn2c1C)OC	-13	-5%	-5	0%
NC(=O)Cc1c[nH]c2cccc(O)c12	?	-6%	?	-18%
COc1cc(OC)c(C2SCCCS2)cc1OC	-27	0%	·	·
Cc1ccc(-n2nc3c([n+]2[O-])CCc2c-3no[n+]2[O-])cc1	-17	-3%	2	4%
COCCNC(=O)c1ccccc1NC(=O)c1ccccc1N(C)S(C)(=O)=O	-111*	4%	·	·
O=C(O)COc1ccc2occ(C(=O)c3ccccc3)c2c1	?	0%	-2	6%[2.29 µM]
CCCCC(=O)Nc1ccc(C(=O)Nc2cccnc2)cc1	-5	4%	16	-1%
CC1(C)N=C2C(=[N+]1[O-])CCC/C2=N\O	-16	5%	8	2%
O=C(N/N=C/c1ccccc1F)c1csc2c1CCCC2	?	-2%	8	-8%
CCCC(NC(=O)CNC(=O)C(C)(C)C)C(=O)O (stereo not given)	-6	2%	3	3%
C=CCNC(=S)N/N=C/c1ccc(C)c([N+](=O)[O-])c1	-27	-8%	·	·
Cc1ccc(/C=C2\SC(=S)N(CCCC(=O)Nc3nccs3)C2=O)cc1	61	-2%	-1	·
CC(C)=CC(=O)OCC(=O)Nc1ccc(F)cc1Cl	-10	-1%	11	3%
COC(=O)Cc1c(C)nc2nc(-c3ccc(OC)cc3)[nH]n2c1=O	?	1%	2	-3%
O=C(Cn1[nH]c(=O)c2ccccc2c1=O)Nc1ccc2c(c1)CCC2	?	-4%	5	-9%
O=C(CN1CCN(Cc2cccc(Cl)c2)C1=O)NCc1ccccn1	3	5%	3	4%
CC1C(=O)NN=C1C(=O)N/N=C\c1ccc(O)cc1O (stereo not given)	30	-2%	·	·
c1coc(CNc2c3c(nc4ncnn24)CCCC3)c1	-22	0%	3	12%
NC(=O)C1(NC(=O)[C@@H]2CC3(CC(c4cccc(NC(=O)[C@@H]5CCC(=O)N5)c4)=NO3)CN2C(=O)c2cnccn2)CC1 (stereo not given in full)	-2	16%	9	-3%

Single records, as listed above. Order of screens: PNC inhibitor	ALOX12 inhib	IMPase cell inh	ALOX15B inhib
CN(C)c1ccc(CNn2cnnc2SCc2ccc(F)cc2)cc1 as listed: 11	-3%	8	-3%
O=C(N/N=C/c1ccccc1F)c1csc2c1CCCC2 as listed: ?	-2%	8	-8%
CCc1ccccc1NC(=O)c1cnc2n(c1=O)CCS2 as listed: 26	-2%	1	·

New compounds follow.
SMILES	PNC inhibitor	ALOX12 inhib	IMPase cell inh	ALOX15B inhib
CN(c1ccc(OCC(=O)OCC(=O)Nc2ccccc2)cc1)S(=O)(=O)c1ccc(F)cc1	?	4%	·	·
O=[N+]([O-])c1ccc(O)c(/C=N/Nc2nc3ccccc3[nH]2)c1	-93*	1%	0	·
COc1ccccc1CNC(=O)C1CCCN1S(=O)(=O)c1cccc2cccnc12 (stereo not given)	0	-1%	-8	-1%
O=C(O)COc1ccc(/C=N/n2c(COc3ccccc3)nc3ccccc3c2=O)cc1	-115*	-1%	-3	·
COc1ccc(OC)c(N2Cc3ccccc3C2)c1	?	-12%	-8	·
C/C(=N\NC(=O)c1ccc(C)cc1C)c1ccc2c(c1)OCO2	?	-2%	·	·
CCCNS(=O)(=O)c1ccc(CCC(=O)N2CCC(C)CC2)cc1	-12	-2%	6	3%
N#Cc1ccc(-c2csc(NC3=NCCCCC3)n2)cc1	?	0%	·	·
O=C1C2CC=C(Cl)CC2C(=O)N1CCc1ccccc1 (stereo not given)	-8	?	1	-8%
O=C(NC(NC(=S)Nc1cccc(Cl)c1)C(Cl)(Cl)Cl)OCc1ccccc1 (stereo not given)	?	?	-2	?
Cc1ccc2c(c1)N(CC(=O)N1CCc3ccccc3C1)C(=O)CO2	-26	-5%	7	-9%
O=C(NCc1ccccc1F)C1CCCN1C(=O)NC1CCCCC1 (stereo not given)	26	-3%	·	·
COc1cc2[nH]c(=S)n(N(C(C)=O)C(C)=O)c(=O)c2cc1OC	-9	-3%	2	7%
COCCn1c(C)cc(C(=O)CSc2nnc3ccccn23)c1C	-12	-3%	-3	-1%
CCn1nccc1C(=O)Nc1ccc(Cl)c(Cl)c1	20	-6%	?	·
CCOC(=O)c1sc(=S)n(C)c1NC(=O)c1ccccc1C	?	0%	-1	·
CCCCN(C(=O)c1cccc2c(=O)c(C)c(-c3ccccc3)oc12)c1ccccc1	9	-14%	·	·
Cc1nn2c(NCCCN(C)C)c3c(nc2c1-c1ccccc1)CCC3	?	-2%	7	36%[activator]
Nc1nnc(CSCc2ccc(F)cc2)s1	?	-8%	3	11%[2.29 µM]
O=C(NC(C(=O)N1CCCC1C(=O)O)=C1CCCCC1)c1ccccc1 (stereo not given)	?	1%	-1	8%
Cc1ccc2[nH]c(=O)c(CNC(C)(C)C)cc2c1	-107*	-6%	-2	21%
CCOC(=O)C1=C(N)N2C(=O)C(C)SC2=C(C(=O)OCC)C1c1ccccc1 (stereo not given)	-7	2%	-5[0.369 µM]	·
COc1ccc(OC)c(/C=C/C(=O)OCC(=O)Nc2cccc(C(C)=O)c2)c1	?	-1%	·	·
C=CCN1C(=O)C(Cc2ccc(F)cc2)S/C1=N/N=C/c1ccco1 (stereo not given)	1	0%	·	·
COc1ccccc1N1CCN(C(=O)C2CCN(S(=O)(=O)c3ccccc3)CC2)CC1	?	0%	14	-15%

Not all compounds are listed; count on the stated rates, not on these rows.
